Assay outcomes: PubChem, Broad Institute
FN deposition inh = fibronectin deposition inhibition | AH1F fibroblasts, Alexa488-fibronectin deposition fluorescence, overnight | inhibition, % at 12.6 µM | hit rate 0.086% among 350,000 | AID 743247;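 active means mean inhibition across replicates of 30% or more, regardless of how many single replicates reach that level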;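 further: positive control wells lacked labelled fibronectin entirely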
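material = AH1F fibroblast monolayer depositing Alexa488-labelled fibronectin into matrix | amount = 10000 AH1F cells/well | buffer or medium = DMEM plus 2% serum, read in PBS | incubation = 1 h cell adhesion before compound, then overnight fibronectin incubation | detection = fluorescence at 485 nm excitation, 525 nm emission | evaluation = percent inhibition as loss of matrix-bound fibronectin fluorescence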
Statin myotox sup = suppression of simvastatin myotoxicity. rescue of ATP level, % at 7.49 µM. hit rate 0.78% among 330,000. C2C12 myotubes + simvastatin, ATP luminescence, 48 h; scaled: DMSO 0, geranylgeraniol control 100;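 active means mean ATP rescue above about 67%, or every replicate alone reaching that limit, limit read from the data, passing the limit was not always enough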;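 further: myotubes were challenged with 10 µM simvastatin during compound exposure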
Cneo AK release = causes C. neoformans cell lysis | adenylate kinase release luminescence, 4 h; normalised: neutral wells 0, clomiphene wells 100 | lysis activity, % at 15 µM | hit rate 0.2% among 360,000;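 active means mean lysis activity across replicates of at least 80%, whatever share of replicates individually reach that level; inactive means mean lysis activity below 80%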
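Schedule: static 4 h at 37 °C with compound, 1 h detection; system: C. neoformans cells; benchmarks: Clomiphene as positive control; buffer or medium: fresh YPD medium; measure: luminescence rise reflecting yeast cell lysis; measured by: luminescent adenylate kinase detection reagent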
INS-1E GSIS act = primary screen for activators of insulin secretion dependent on glucose, INS-1E cells, GLuc reporter luminescence; hit rate 0.61% among 370,000; INS-1E GLuc reporter insulin secretion, 2-3 h; activation, % at 16.6 µM;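 active means lowest replicate activation of at least 40%, so every replicate reaches that level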;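 further: 0% = median of neutral control wells and 100% = median of IBMX positive control wells; some compounds called inactive have numbers as strong as hits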
PGC1a acetyl inh = PGC1a acetylation modulation, inhibitor mode | U2OS PGC1a acetylation, AlphaScreen anti-acetyl-lysine; with virally co-expressed GCN5 acetyltransferase | inhibition, % at 15.6 µM | hit rate 0.17% among 350,000 | AID 651687;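 active means every replicate shows inhibition of at least 40%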;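 further: 0% = neutral control wells and 100% = positive control wells; some results beyond the cut were filed as inactive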
CFTR F508del cor = correctors of CFTR F508del function in bronchial epithelial cells | CFBE cells, YFP halide quenching; stimulated with forskolin plus potentiator P3; % fluorescence drop versus neutral controls | activity (quench increase), % at 7.58 µM | hit rate 0.36% among 350,000;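 active means mean added fluorescence quench of at least 8% versus neutral control, with both replicates also reaching 8%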;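 further: cells transiently co-express mutant CFTR-F508del with the halide-sensitive YFP; corrector assay measuring rescue of mutant channel to the surface after 24 h compound exposure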
PglD inh = blocks C. jejuni PglD acetyltransferase activity | purified PglD enzyme, DTNB colorimetric CoA detection | inhibition, % at 12.5 µM | hit rate 0.098% among 360,000; in the data active means inhibition above about 16%, passing the limit was not always enough; further: strong numbers were not always called active
miR-122 sensor = inhibitors of miR-122 in Huh7 cells; Huh7 miR-122 Renilla luciferase sensor, 48 h; neutral wells = 0, positive control = 100; AID 602342; hit rate 0.3% among 340,000; activation (reporter increase), % at 12.5 µM;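 active means mean replicate activation score at least 90 and every replicate individually at or above 90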;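 further: higher luciferase means less miR-122 activity so hits act as miR-122 inhibitors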
* = called active by the depositor; · = not tested or not shown; & = joins results of further samples; [ ] = another dose, or the depositor's remark.

SMILES | FN deposition inh | Statin myotox sup | Cneo AK release | INS-1E GSIS act | PGC1a acetyl inh | CFTR F508del cor | PglD inh | miR-122 sensor
COc1ccc(C2C(C#N)=C(N)Oc3cc(O)ccc32)cc1OC (stereo not drawn) | · | 19 | 0 | · | 0 | · | -9 | -6
COc1cc(/C=C/C(=O)OCC(=O)c2c(N)n(C)c(=O)n(C)c2=O)ccc1OCC#N | -3 | · | · | 13 | -1 | -0.6 | · | ·
Cc1cc(C)c(S(C)(=O)=O)c(NN)n1 | 0 | · | · | 6 | 7 | -1.6 | · | ·
CCCC#Cc1ccc2c(c1)O[C@H](CN(C)C(=O)Nc1ccccc1F)[C@@H](C)CN([C@H](C)CO)S2(=O)=O | 0 | 24 | -4 | -23 | -1 | 1.5 | 1 | 15[16.7 µM]
Cc1ccc(C(=O)NCC(=O)Nc2ccc(S(=O)(=O)Nc3cc(C)nc(C)n3)cc2)cc1 | 0 | 16 | -3 | 8 | -6 | -1.6 | -4 | 9
Cc1ccc[n+](CC(=O)c2ccc(Cl)cc2)c1 | -16 | -8 | -2 | 11 | -18 | 0.7 | 0 | -1
CCCNC(=O)Nc1ccc2c(c1)C(=O)N(C)C[C@H](OC)[C@H](C)CN(Cc1cccnc1)[C@H](C)CO2 | -8 | -3 | -4 | -1 | 1 | -1.9 | 0 | ·
CN(CCO)C(=O)c1nc[nH]c1C(=O)N(C)Cc1ccccc1 | 6 | 6 | -1 | 2 | 17 | 1.9 | 6 | -1
CCOC(=O)c1c(NC(=O)c2c(-c3ccccc3)noc2C)sc(C)c1-c1ccccc1 | · | 13 | 1 | · | 20 | · | 2 | -5
CCC(Oc1ccc(C)cc1)C(=O)Nc1ccc2c(c1)n(C)c(=O)n2C (stereo not drawn) | 0 | 34 | 0 | 33 | · | 1.0 | 2 | ·
CC(C)CC(C(=O)O)N1C(=O)C2C3C=CC(C2C1=O)C1C(=O)N(C(CC(C)C)C(=O)O)C(=O)C31 (stereo not drawn) | 4 | 0 | 1 | 45 | 3 | -1.9 | -11 | -5
C[C@H]1CCCCO[C@H](CN(C)C)[C@@H](C)CN([C@@H](C)CO)C(=O)c2cc(NC(=O)Nc3ccc(F)cc3)ccc2O1 | · | -7 | 3 | 3 | 6 | 1.3 | 5 | 5[16.7 µM]
C=C(C)CN(CC)C(=O)CCc1nnc(CCc2c[nH]c3ccccc23)o1 | -1 | 6 | · | -2 | -5 | 1.5 | · | 9
O=C(C[C@H]1C[C@@H]2c3cc(NC(=O)C4CCC4)ccc3O[C@@H]2[C@@H](CO)O1)NCC1CC1 | -1 | 3 | -1 | 1 | 1 | 1.2 | 1 | 6[16.7 µM]
Cc1cccc(N2CCN(C(=O)CCS(=O)(=O)c3ccc4c(c3)NC(=O)CO4)CC2)c1C | -11 | -3 | 6 | -8 | -3 | -2.3 | 3 | -8
COc1ccc(NC(=O)c2sc3nc(C)nc(N4CCOCC4)c3c2C)c(OC)c1 | 2 | -3 | -2 | 15 | -5 | 1.0 | 5 | 2
Cc1ccc(C(=O)NC(Cc2c[nH]c3ccccc23)C(=O)O)o1 (stereo not drawn) | · | 12 | 1 | · | 0 | · | 7 | 2
Cc1ccc(NC(=S)NNC(=O)c2c([N+](=O)[O-])c(C)nn2C)cc1 | 14 | 3 | -3 | -10 | 2 | · | 3 | 7
O=C(Nc1ccc2c(c1)OCCO2)c1cccc(Br)c1 | 1 | -4 | -15 | -13 | 4 | -2.1 | 3 | -1
CC(=O)Nc1nnc(SCC(=O)NC2CC2)s1 | -1 | 35 | 0 | 13 | · | 0.7 | -8 | ·
Cc1cccc(Cn2c(=O)c3c(nc4n3CCCN4Cc3ccccc3)n(C)c2=O)c1 | · | 5 | 3 | · | 9 | · | · | -1
COc1ccc(-c2ccc([C@@H]3[C@H](CO)N4CCCCN(S(=O)(=O)c5cccs5)C[C@@H]34)cc2)cc1 | · | · | 2 | -24 | -9 | -2.2 | 7 | -1[16.7 µM]
CCC(=O)Nc1ccc(C(=O)CSc2nnc(-c3ccc(NS(C)(=O)=O)cc3)n2C)cc1OC | 0 | · | 2 | -34 | 7 | · | 0 | -6
COc1cc(/C=C2\SC(=O)NC2=O)ccc1OCc1ccc(Cl)nc1 | 4 | -8 | 2 | -2 | -15 | 1.8 | -6 | 5
Nc1c(C(=O)Nc2nc3ccccc3s2)sc2nc(-c3cccs3)ccc12 | · | -349 | 1 | · | 16 | · | 4 | 8

The closing 4 records of the section above open the next one.
SMILES | FN deposition inh | Statin myotox sup | Cneo AK release | INS-1E GSIS act | PGC1a acetyl inh | CFTR F508del cor | PglD inh | miR-122 sensor
COc1ccc(-c2ccc([C@@H]3[C@H](CO)N4CCCCN(S(=O)(=O)c5cccs5)C[C@@H]34)cc2)cc1 | · | · | 2 | -24 | -9 | -2.2 | 7 | -1[16.7 µM]
CCC(=O)Nc1ccc(C(=O)CSc2nnc(-c3ccc(NS(C)(=O)=O)cc3)n2C)cc1OC | 0 | · | 2 | -34 | 7 | · | 0 | -6
COc1cc(/C=C2\SC(=O)NC2=O)ccc1OCc1ccc(Cl)nc1 | 4 | -8 | 2 | -2 | -15 | 1.8 | -6 | 5
Nc1c(C(=O)Nc2nc3ccccc3s2)sc2nc(-c3cccs3)ccc12 | · | -349 | 1 | · | 16 | · | 4 | 8
COc1ccc(S(=O)(=O)Nc2ccc3c(c2)C(=O)N([C@H](C)CO)C[C@@H](C)[C@H](CN(C)CC2CCCCC2)OCCCC[C@@H](C)O3)cc1 | · | · | -8 | 4 | -33 | 2.4 | -1 | -14[16.7 µM]
CC(=O)N1CCN(c2ccc(NC(=O)c3ccc([N+](=O)[O-])cc3)cc2)CC1 | -1 | -16 | 0 | 10 | -13 | -2.5 | 4 | -6
CCN(CCCNC(=O)CCc1nc(-c2ccc(C)cc2)no1)c1cccc(C)c1 | · | 12 | -5 | · | -4 | · | 6 | -10
N#C[C@@H]1[C@@H](c2ccc(C#CC3CC3)cc2)[C@H](CO)N1C(=O)Cc1ccccn1 | 5 | 5 | -1 | 3 | 6 | -0.1 | -2 | ·
Cc1ccc(C)c(CN2C(=O)C3(OCCCO3)c3ccccc32)c1 | -1 | 30 | -2 | -8 | -69 | · | 5 | -4
O=C1NN(c2ccccc2)C(=O)/C1=C\c1ccc(-c2cc([N+](=O)[O-])ccc2O)o1 | 3 | 4 | · | -11 | -3 | 1.9 | · | -6
COc1ccc(NC(=O)Nc2cccc3c2O[C@@H](CN(C)Cc2ccc(C(=O)Nc4ccccc4N)cc2)[C@H](C)CN([C@H](C)CO)C3=O)cc1 | · | · | 0 | 15 | -2 | 0.3 | -1 | 46[16.7 µM]
Cc1ccnc(SCC(=O)N2CCc3ccccc32)n1 | -4 | -1 | -1 | 2 | · | -3.6 | 3 | ·
Cc1cc(C(=O)Nc2ccc(S(=O)(=O)N3CCCC3)cc2)cs1 | · | · | -3 | · | 0 | · | 6 | -4
COc1ccc(CCNC(=O)CN2CCC(C)CC2)cc1OC | -6 | -5 | -2 | -1 | 1 | · | 1 | 2
COc1ccc(S(=O)(=O)Nc2ccc3c(c2)C(=O)N([C@@H](C)CO)C[C@H](C)[C@@H](CN(C)C)OCCCC[C@H](C)O3)cc1 | 11 | · | 91* | -7 | 7 | -1.0 | 1 | 3[16.7 µM]
O=C(COc1ccc(S(=O)(=O)N2CCOCC2)cc1Cl)NCc1ccccn1 | 1 | -3 | -13 | 1 | · | -0.9 | -6 | -3
CCC(=O)Nc1ccc2c(c1)OC[C@H](C)N(C(=O)CC1CC1)C[C@H](C)[C@@H](OC)CN(C)C2=O | 6 | -13 | -8 | -5 | -7 | 0.9 | -1 | 4[16.7 µM]
CCc1nc(SCC(=O)Nc2cc(C)on2)c2c(C)c(C)sc2n1 | · | 130* | -1 | · | 7 | · | 3 | 2
Cc1ccccc1CC1(CO)CCCN(C(=O)c2ccc3ncccc3c2)C1 (stereo not drawn) | · | -9 | 2 | -6 | 6 | · | 2 | 15
C[C@@H]1CN([C@@H](C)CO)C(=O)c2cc(NC(=O)CCN3CCOCC3)ccc2O[C@@H]1CN(C)Cc1ccc2c(c1)OCO2 | 0 | 0 | 1 | -3 | -1 | -3.0 | 3 | 8[16.7 µM]
Nc1ccn([C@@H]2O[C@H](C(=O)N[C@H](CO)Cc3ccccc3)[C@@H](O)[C@H]2O)c(=O)n1 | -6 | -1 | 0 | -9 | -6 | 1.9 | -1 | -6
O=C(O)c1ccc2c(=O)n3c(nc2c1)/C(=C/c1cccc(Cl)c1Cl)CCCC3 | · | · | 5 | -15 | 13 | · | 1 | -3
S=c1nc[nH]c2c1cnn2-c1ccccc1 | -2 | 9 | 0 | 18 | 5 | -1.0 | -4 | -4
O=C(COC(=O)c1cccc(Cl)c1)NCCN1C(=O)CSC1=O | 1 | 8 | · | -3 | -4 | -2.2 | · | -5
Cc1ccccc1CN(C)C[C@@H]1OCc2cnnn2CCCC(=O)N([C@@H](C)CO)C[C@H]1C | 5&7 | -2&26&2 | 0&1 | -3&5 | -5&-4&2 | -0.8&-2.7&2.7 | -2&5 | -3
CC(=O)N1[C@@H]2Cn3c(ccc(-c4cncnc4)c3=O)[C@H]1[C@@H](C(=O)NC1Cc3ccccc3C1)[C@@H]2CO | · | -7 | 0 | 0 | 8 | -4.2 | 2 | 2[16.7 µM]
Cc1ccc(S(=O)(=O)N2C[C@H](O)COC[C@@H]3O[C@H](CC(=O)NCc4ccc5c(c4)OCO5)CC[C@H]32)cc1 | 0 | 10 | -1 | -14 | -16 | 0.8 | -1 | 7[16.7 µM]
COc1cnc(-c2ccccc2)nc1Oc1cccc(C)c1 | · | 1 | 1 | · | -7 | · | 0 | -1
C[C@@H]1CN([C@@H](C)CO)C(=O)Cc2cc(NC(=O)C3CC3)ccc2O[C@H]1CN(C)Cc1ccc(Oc2ccccc2)cc1 | · | 74* | 0 | -22 | -10 | -2.5 | 1 | 0[16.7 µM]
(cont.)
SMILES | FN deposition inh | Statin myotox sup | Cneo AK release | INS-1E GSIS act | PGC1a acetyl inh | CFTR F508del cor | PglD inh | miR-122 sensor
O=C(O)CCc1nc2cc3ccccc3cc2[nH]1 | 0 | · | · | -15 | -7 | -2.5 | · | -7
CCCC(=O)Nc1ccc2c(c1)OC[C@H](C)N(CC1CCCC1)C[C@@H](C)[C@H](OC)CN(C)C2=O | 3 | 3 | 51 | -1 | 3 | 1.0 | 2 | -15[16.7 µM]
COc1ccc(S(=O)(=O)Nc2ccc3c(c2)C(=O)N([C@@H](C)CO)C[C@H](C)[C@@H](CN(C)C(=O)c2ccncc2)OCCCC[C@H](C)O3)cc1 | · | · | -1 | 2 | 36 | 2.5 | 0 | 4[16.7 µM]
CC(=O)OCCNC(=O)Cn1cnc2c1c(=O)n(C)c(=O)n2C | · | 2 | -1 | · | 2 | · | 4 | 3
O=C(Cn1c(NCCO)nc2ccccc21)NCC1CCCO1 (stereo not drawn) | 0 | -5 | 0 | · | -2 | -7.2 | -7 | ·
CNC[C@@H]1OCCCC[C@H](C)Oc2ccc(NS(=O)(=O)c3cn(C)cn3)cc2C(=O)N([C@H](C)CO)C[C@@H]1C | · | · | -1 | 10 | 8 | 0.7 | -1 | 8[16.7 µM]
CCOC(=O)N1CCN(C(=O)c2cc(COc3ccc(Cl)cc3OC)on2)CC1 | -2 | 13 | -3 | -1 | 3 | -0.8 | 13 | -7
COc1ccc(CCNC(=O)C2CCN(C(=O)c3cccc(Cl)c3)CC2)cc1OC | -3 | 21 | 3 | -14 | -1 | 2.3 | -2 | -1
CCCC(=O)Nc1ccc(C(=O)NCC2CCCO2)cc1 (stereo not drawn) | 1 | 8 | 0 | · | 11 | · | -5 | -2
